Bioassay records from PubChem BioAssay.
TbPYK inhibitor: qHTS of Trypanosoma Brucei Inhibitors. pyruvate kinase (Trypanosoma brucei), Q57TT1. TbPYK enzyme, Kinase-Glo Plus ATP luminescence, 45 min. Potency, µM (doses to about 76.8 µM), for inactives: top-dose activity, negative = inhibition, actives largely listed as inhibitors. 410,000 tested, 0.12% active. AID 624173, 2012; note: nearly all actives have a fitted effect of over 50% in size
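Activity of T. brucei pyruvate kinase was followed by Kinase-Glo Plus luminescence after the enzyme reacted 45 min at room temperature with 130 uM ADP (final) and substrate. Test compounds were added before ADP at multiple concentrations.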
Pf growth 96h: Primary qHTS for delayed death inhibitors of the malarial parasite plastid, 96 hour incubation; 320,000 tested, 6.9% active; P. falciparum luciferase reporter growth, 96 h; Potency, µM (titrated, usually from 28.7 µM), inactives show top-dose activity change, negative = inhibition, most hits filed as inhibitors
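Infected RBCs, 2% Hct / 0.05% parasitemia final; luciferase-reporter P. falciparum; cpd 96 h, 37 C, 5% CO2; luciferase detection reagent; luminescence.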
LmPK inh: qHTS Assay for Inhibitors of Leishmania Mexicana Pyruvate Kinase (LmPK); Q27686; purified LmPK, Kinase-Glo ATP luminescence, 1 h; Potency, µM (highest dose often 57.5 µM), without a hit: at the top dose activity change, negative = inhibition, most hits filed as inhibitors; 290,000 tested, 0.37% active; AID 1721, 2009
Target sequence (Q27686 whole entry, looked up): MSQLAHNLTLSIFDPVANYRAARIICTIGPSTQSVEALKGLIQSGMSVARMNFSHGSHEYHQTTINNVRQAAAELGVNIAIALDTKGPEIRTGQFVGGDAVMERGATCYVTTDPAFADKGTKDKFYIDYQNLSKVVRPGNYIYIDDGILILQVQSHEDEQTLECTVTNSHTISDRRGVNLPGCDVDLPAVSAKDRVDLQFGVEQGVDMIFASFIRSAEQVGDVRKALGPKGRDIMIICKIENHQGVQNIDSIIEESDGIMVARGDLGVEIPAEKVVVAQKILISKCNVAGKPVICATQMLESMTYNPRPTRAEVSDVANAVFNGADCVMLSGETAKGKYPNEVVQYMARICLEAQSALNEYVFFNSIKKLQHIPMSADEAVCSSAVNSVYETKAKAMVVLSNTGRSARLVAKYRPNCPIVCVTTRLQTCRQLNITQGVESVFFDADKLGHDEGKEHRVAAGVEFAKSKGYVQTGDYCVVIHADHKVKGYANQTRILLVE
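qHTS format; LmPK 0.1 nM; substrates PEP 0.5 mM and ADP 0.1 mM. One-hour room-temperature incubation, then coupled luciferase luminescence; 0.5 nM enzyme wells mark activation.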
Sm TGR block: qHTS Assay for the Inhibitors of Schistosoma Mansoni Peroxiredoxins | Schistosoma mansoni thioredoxin glutathione reductase (TGR), Q962Y6 | purified TGR, DTNB reduction, TNB absorbance 405 nm | Potency, µM (highest dose often 114 µM), without a hit: at the top dose activity change, negative = inhibition, most hits filed as inhibitors | 360,000 tested, 3% active | AID 485364, 2010; note: nearly all actives have a fitted effect of over 60% in size
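First, TGR (20 nM dispensed) and NADPH were mixed with compound. Second, a 15 min room-temperature incubation followed. Third, further NADPH and then DTNB were added to start the reaction. Finally, TNB absorbance was monitored kinetically.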
Pf growth 48h: Primary qHTS for delayed death inhibitors of the malarial parasite plastid, 48 hour incubation; 310,000 tested, 5.9% active; P. falciparum luciferase growth in erythrocytes, 48 h; Potency, µM (highest dose often 28.7 µM), without a hit: at the top dose activity change, negative = inhibition, most hits filed as inhibitors
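Luciferase-expressing parasites in RBCs, 2% Hct / 0.1% parasitemia final; RPMI 1640 + 0.5% Albumax; 37 C, 5% CO2, one generation; luminescence read-out, lower signal = inhibition.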
HCV inh: qHTS Assay for Inhibitors of Hepatitis C Virus (HCV) | 340,000 tested, 3.4% active | Potency, µM (titrated, usually from 41.8 µM), without a hit: top-dose activity change, negative = inhibition, most hits filed as inhibitors | Huh7.5.1 HCVcc-Cre infection, luciferase reporter, 44 h
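Infectious HCV cell culture screen: compound-treated cells (1,000/well, pre-plated 4 h) are infected with HCVcc-Cre at roughly 0.5 moi and grown 44 h. Infection is quantified by luciferase signal after 15 min substrate incubation at room temperature.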
* = called active by the depositor; ? = inconclusive; / = not tested or not shown; & = joins results of further samples; [ ] = another dose, or the depositor's remark. Calls come from the whole dose curve; as a rule, active = well fitted curve in the direction sought with a large enough effect; inconclusive = small, poorly fitted or top-dose-only effect, or another doubt; inactive = no such curve, though single readings can be large; an effect the other way counts as inactive or inconclusive. % is set by controls: 0 for no effect and ±100 for the full control effect; potency is the fitted concentration of half-maximal effect.

SMILES	TbPYK inhibitor	Pf growth 96h	LmPK inh	Sm TGR block	Pf growth 48h	HCV inh
Cc1cccc(NC(=S)NC(=O)CC2CC(C)(C)OC2=O)c1 (stereo not given)	4%	23%	2%	/	10%	4%
CC(NC(=O)Oc1ccccc1)C(c1cccs1)N1CCOCC1 (stereo not given)	-8%	?	-1%	-19%	9%	-1%
Cc1nc2c(sc3nc(N4CCOCC4)c4c(c32)CC(C)(C)OC4)c(-c2ccc(Cl)cc2)c1C(=O)O	-7%	9.3µM*	1%	16%	13µM*	13µM*
O=C(N/C(=C\c1cccnc1)c1nc2ccccc2[nH]1)c1cccc(Br)c1	-15%	4%	3%	4%	?	-5%
COc1ccc(C2=[N+]([O-])C(C)(C)C(c3ccccc3)=N2)cc1	-16%	?	0%	30%[activator]	-12%	-9%
COc1ccc(-n2c(SCC(=O)NCC3CCCO3)nc3c([nH]c4ccccc43)c2=O)cc1 (stereo not given)	6%	0%	-5%	-3%	-5%	-24%
O=C(c1ccc2nccnc2c1)N1CCCC(N2CCN(c3ccc(F)cc3)CC2)C1 (stereo not given)	-21%	?	6%	-13%	-15%	?
O=c1c(Oc2ccccc2F)coc2cc(OCc3cnn(-c4ccccc4)c3)ccc12	2%	29%	0%	-10%	-1%	6%
COc1ccc(-c2csc(N(CCCN(C)C)C(=O)c3ccccc3C)n2)cc1	9%	0%	-1%	-3%	22%	?
CC1(C)OC(=O)C(=CNC(Cc2c[nH]c3ccccc23)C(=O)O)C(=O)O1 (stereo not given)	-2%	18%	-1%	-4%	-2%	18%
Cc1sc2ncnc(NCc3cccnc3)c2c1C	0%	11%	-1%	22%	-23%	?
CN(C1CCCCC1)S(=O)(=O)c1ccc2c(c1)c(=O)c(C(=O)NCCN1CCCC1)cn2C	3%	?	9%	-6%	/	-12%
O=S(=O)(c1ccccc1)N1CCN(c2nc(-c3cccs3)nc3ccccc23)CC1	/	?	0%	-1%	-15%	4%
O=C(O)c1nn2cc(CCO)cnc2c1Cl	3%	50%[activator]	-1%	9%	?	16%
O=C(O)c1nccnc1C(=O)NCCc1c[nH]c2ccccc12	-3%	11%	1%	2%	1%	16%

Laid out differently: 3 of the compounds above.
SMILES,TbPYK inhibitor,Pf growth 96h,LmPK inh,Sm TGR block,Pf growth 48h,HCV inh
CC(NC(=O)Oc1ccccc1)C(c1cccs1)N1CCOCC1 (stereo not given),-8%,?,-1%,-19%,9%,-1%
O=S(=O)(c1ccccc1)N1CCN(c2nc(-c3cccs3)nc3ccccc23)CC1,/,?,0%,-1%,-15%,4%
CC1(C)OC(=O)C(=CNC(Cc2c[nH]c3ccccc23)C(=O)O)C(=O)O1 (stereo not given),-2%,18%,-1%,-4%,-2%,18%

(more compounds)
SMILES	TbPYK inhibitor	Pf growth 96h	LmPK inh	Sm TGR block	Pf growth 48h	HCV inh
COc1ccccc1C(=O)Oc1ccc(C(C)C)cc1	-4%	35%[activator]	-4%	-23%	/	-12%
O=C(O)CCC(=O)N1N=C(c2c(-c3ccccc3)c3cc(Cl)ccc3[nH]c2=O)CC1c1ccccc1 (stereo not given)	10%	?	4%	-1%	?	-1%
COc1cccc(NC(=O)C2C3C=CC(C3)C2C(=O)O)c1 (stereo not given)	12%	0%	-6%	1%	11%	2%
O=c1c(Cl)c(NCc2ccc(F)cc2)cnn1C12CC3CC(CC(C3)C1)C2	-11%	28%	4%	3%	13µM*	-23%
COCCCNC(=O)c1ccccc1Oc1ccccc1	1%	29%	5%	-1%	?	9%
Cc1ccccc1Nc1nnc(-c2ccc(C(=O)NCCO)cc2)c2ccccc12	0%	0%	0%	-14%	-21%	1%
COc1ccc(N/N=C(/C)c2cnnc(-c3ccccc3)n2)cc1	-1%	0.37µM*	-2%	-8%	?	-6%
CSC(=Nc1ccccc1)c1c(O)n(C)c(=O)n(C)c1=O	-11%	/	-1%	-34%	-19%	6%
Cc1cccc(-n2c(Cc3ccccc3)n[nH]c2=S)c1	?	-6%	7.1µM*	-10%[57.1 µM]	9%	17%
CN(C)/N=C/c1c(O)ccc2ccccc12	-7%	41%[activator]	0%	-3%	/	10µM*
CCN(CC)c1ccc(/C=C/C(=O)c2cccnc2)cc1	-3%	?	1%	4%	0.93µM*	-8%
Cc1nc(SCc2c(F)cccc2Cl)n[nH]1	-4%	11%	2%	0%	27%	12%
CC(=O)N1CCN(c2ccc(NCc3ccc(C(C)C)cc3)cc2)CC1	-20%	/	-1%	?	?	-66%
CC(C)NS(=O)(=O)c1cccc2nsnc12	-11%	-3%	4%	0%	?	3%
O=C(CCNC(=O)c1ccccc1Cl)Nc1ccc2c(c1)OCO2	4%	/	-10%	-7%	20%	6%
COc1ccc2oc(=O)c(C(=O)Nc3cccc(C(C)=O)c3)cc2c1	1%	18%	11%	-8%	33%[activator]	-14%
CCC1(c2ccc(C)cc2)NC(=O)N(CC(=O)Nc2cccc(S(=O)(=O)N3CCCC3)c2)C1=O (stereo not given)	1%	?	/	-2%	?	?
CCSC1=C(C#N)C(c2ccc(Cl)cc2)C2=C(CCCC2=O)N1 (stereo not given)	-10%	191%[activator]	-8%	-6%	?	25µM*
CCn1c(-c2ccc(Cl)cc2)n[nH]c1=S	?	46%[activator]	?	-6%	/	5%
COc1ccc(C)cc1S(=O)(=O)Nc1ccncc1	8%	42%[activator]	-5%	-5%	-8%	-14%
O=C(COc1ccc([N+](=O)[O-])cc1)Nc1nnc(-c2cccnc2)s1	-20%	-5%	7%	6%	6%	2%
COc1cc(-c2n[nH]c(=S)n2-c2ccccc2C(F)(F)F)cc(OC)c1OC	?	?	18µM*	0%	?	7%
CCn1c(=O)cc(SCC(=O)N2CCCCC2)c2ccccc21	-2%	1%	4%	3%	-20%	?
CC1Cc2ccccc2N1C(=O)CNc1cccc(S(=O)(=O)N2CCCC2)c1 (stereo not given)	?	?	-1%	-3%	?	-4%
Cc1ncc(CN2CCCC(C(=O)Nc3ccc(-c4ccco4)cc3)C2)n1C (stereo not given)	-12%	7%	-8%	4%	-4%	?
O=C(CN1CCN(c2cccc(Cl)c2)CC1)NCc1ccccc1	-20%	10µM*	-2%	0%	1%	13%
C#CC1(NC(=O)NCCCC)CCCCC1	-3%	46%[activator]	2%	-6%	34%[activator]	10%
Cc1ccc(C(=O)N/C(=C\c2ccc3c(c2)OCO3)C(=O)N2CCOCC2)cc1	-1%	82%[activator]	-4%	1%	-8%	-7%
CCOC(=O)CSc1nnc(NC(=O)c2cc([N+](=O)[O-])cc([N+](=O)[O-])c2)s1	-12%	?	4%	-13%	-10%	1%
CCOC(=O)C1C(=O)C=C(C)C(C(=O)OCC)C1c1cccc([N+](=O)[O-])c1 (stereo not given)	1%	?	-4%	-12%	?	-12%
COc1cccc(-n2cnc3sc4c(c3c2=O)CCC4)c1	6%	?	1%	15%	0%	-8%
COc1ccc(C(CNC(=O)CNS(=O)(=O)c2ccc(NC(C)=O)cc2)N2CCOCC2)cc1 (stereo not given)	6%	1%	/	0%	-1%	26%
COc1ccccc1CNC(=O)CN1C(=O)COc2ccc(S(=O)(=O)N3CCCCC3)cc21	-5%&4%	-9%	3%	11%&22%	?	-11%
COc1cccc(OCC(O)CNC(C)c2ccccc2)c1 (stereo not given)	4%	?	-10%	-13%	-29%	?
C=CCOc1ccc(CN(C)C(=O)CNC(=O)c2ccc(-c3ccccc3)cc2)cc1	4%	-29%	-6%	-8%	13µM*	11µM*
Oc1ccc(/C=N/Nc2ccccc2)cc1	-8%	-17%	2%	?	-23%	-21%
O=C(COC(=O)c1cccs1)NCc1ccccc1	-3%	?	-1%	-21%[11.4 µM]	/	27%
O=C1C(=O)c2ccccc2-c2ccccc21	0%	?	-5%	?	/	2.8µM*
C=CCn1c(SCC(=O)c2ccc(Cl)cc2)nnc1-c1ccc2c(c1)OCO2	-11%	12µM*	3%	3%	?	-2%
COc1ccc(S(=O)(=O)N(C)C)cc1NCC(=O)Nc1ccc(Br)c(C)c1	0%	?	0%	-3%	10µM*	10µM*
O=C1c2cccnc2C(Nc2ccc(S(=O)(=O)N3CCCCC3)cc2)N1Cc1ccccc1 (stereo not given)	-18%	1%	1%	0%	?	4%
CC(=O)N1CCc2cc(S(=O)(=O)NCCC(=O)NCCc3ccccc3)ccc21	2%	19%	-8%	7%	-18%	-8%
c1ccc(NC2=NCCN2CC2CCCCCC2)cc1	-4%	?	/	2%	?	-17%
Cc1cccn2c(=O)c3cc(C(=O)NCCC4=CCCCC4)n(C)c3nc12	5%	?	4%	-5%	?	-8%
Cc1ccc(NC(=O)CCc2c(C)nn(-c3ccc(N4CCOCC4)nn3)c2C)cc1	-3%	?	1%	-7%	10%	4%

Part of the list above, with two lines to a compound.
Second line of a record – TbPYK inhibitor	Pf growth 96h	LmPK inh	Sm TGR block	Pf growth 48h	HCV inh
> COc1ccc(S(=O)(=O)N(C)C)cc1NCC(=O)Nc1ccc(Br)c(C)c1
→ 0%	?	0%	-3%	10µM*	10µM*
> O=C1c2cccnc2C(Nc2ccc(S(=O)(=O)N3CCCCC3)cc2)N1Cc1ccccc1 (stereo not given)
→ -18%	1%	1%	0%	?	4%
> CC(=O)N1CCc2cc(S(=O)(=O)NCCC(=O)NCCc3ccccc3)ccc21
→ 2%	19%	-8%	7%	-18%	-8%
> c1ccc(NC2=NCCN2CC2CCCCCC2)cc1
→ -4%	?	/	2%	?	-17%

Sorted by length of the SMILES (rising): part of the list above
SMILES	TbPYK inhibitor	Pf growth 96h	LmPK inh	Sm TGR block	Pf growth 48h	HCV inh
O=C(COC(=O)c1cccs1)NCc1ccccc1	-3%	?	-1%	-21%[11.4 µM]	/	27%
CCn1c(=O)cc(SCC(=O)N2CCCCC2)c2ccccc21	-2%	1%	4%	3%	-20%	?
Cc1cccc(NC(=S)NC(=O)CC2CC(C)(C)OC2=O)c1 (stereo not given)	4%	23%	2%	/	10%	4%

Continuation.
SMILES	TbPYK inhibitor	Pf growth 96h	LmPK inh	Sm TGR block	Pf growth 48h	HCV inh
CC(C)(C)c1ccc(/C=C/C(=O)NCCCn2ccnc2)cc1	-5%	-23%	4%	9%	?	-29%
Fc1ccccc1CSc1ncn[nH]1	-6%	-2%	-8%	2%	-8%	9%
CCN(Cc1ccccc1)C(=O)CCS(=O)(=O)c1ccc2c(c1)oc(=O)n2C	-1%&3%	8%	1%	-5%&-15%	-28%	21%
O=C(O)CCCNC(=O)CCCNC(=O)C(c1ccccc1)c1ccccc1	3%	?	-9%	-8%	4%	3%
Cn1c(Cn2nnc3ccccc32)nnc1SCC(=O)NCc1ccc2c(c1)OCO2	-1%	-7%	1%	0%	9%	20%
CCOC(=O)Cn1nc(C)n(-c2ccc(C)cc2)c1=O	-9%	78%[activator]	-5%	-26%	11%	8%
CCOc1ccc(S(=O)(=O)NCCC(=O)N2CCN(c3ccc(OC)cc3)CC2)cc1	-4%	?	2%	3%	2%	?
Cc1ccc(Nc2ncnc3sc(C)c(C)c23)cc1	-1%	9.3µM*	1%	-15%	113%[activator]	-20%
CCc1nc2ccccc2n1CC(=O)OCC(=O)N(CC(C)C)c1c(N)n(Cc2ccccc2)c(=O)[nH]c1=O	1%	18%	/	3%	1%	18%
CC(=O)c1cccc(NC(=O)c2cnn3ccccc23)c1	-7%	?	-1%	-4%	/	-23%
CCOc1ccccc1OCCCC(=O)OCC(=O)Nc1cccc(Cl)c1	-1%	24%	2%	5%	27%	8%
